# Screening data (PubChem)
# LYP inhibition = inhibitors of LYP phosphatase, biochemical, fluorescence intensity, uHTS (AID 1779); Tyrosine-protein phosphatase non-receptor type 22 (Homo sapiens); recombinant LYP phosphatase, fluorescence intensity; higher % means a stronger effect; one-dose inhibition, % at 11.5 µM; IC50 in µM for titrated hits; 0.054% of 290,000 active; in the data active means inhibition above about 50%;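 further: plate controls were vehicle with enzyme for no effect and no enzyme for full effect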
# Active calls of the source: *.
Compound	LYP inhibition
COCCNC(=O)CN(C(=O)CCC(=O)Nc1ccccn1)c1ccccc1OC	-4%
N#C/C(=C\c1cc(Br)ccc1F)C(=O)NC1CC1	-9%
O=C(CSc1nnc(NC(=O)C2CC2)s1)Nc1cccc(F)c1	-8%
COc1cc(OC)c(C(=S)N2CCCC2)cc1OC	-8%
CN(CCOc1ccccc1)C(=O)C1CCC(=O)N(CCCN2CCCC2=O)C1 (configuration not stated)	-8%
CCc1nn(CC(=O)NCCCc2ccccc2)c(=O)c2cc3cc(F)ccc3n12	-9%
COC(=O)C(NS(=O)(=O)c1ccc(N2CCCC2=O)cc1)c1ccccc1 (configuration not stated)	-6%
COc1cccc(Nc2ccc(C(=O)O)cc2N)c1	-3%
O=C1Nc2ccccc2O/C1=C\c1ccccc1Br	-11%
CC(C)(C)OC(=O)NC1CC2CCCC(C1)N2Cc1ccccc1 (configuration not stated)	-9%
COc1cccc(CNc2nnnn2C)c1OC	-3%
Cc1ccnc(NC(=O)c2ccc(COc3c(F)c(F)cc(F)c3F)o2)c1	-8%
COc1ccc(CNC(=O)CN(C)S(=O)(=O)c2ccc(Br)s2)cc1	-2%
Cc1cc(=O)oc2cc(OC(C)C(=O)NC3CCN(Cc4ccccc4)CC3)ccc12 (configuration not stated)	-13%
O=C(CSc1ccccc1)Nc1ccc2sccc2c1	-8%
Cc1cc(OC(C)C(=O)NCCN2CCOCC2)c2c(C)c(C)c(=O)oc2c1 (configuration not stated)	-11%
CC(=O)c1ccc(OCc2cc(C(=O)NCCn3nc(C)cc3C)no2)cc1	-5%
O=C(CNC(=O)c1cccs1)OCc1ccc(Br)cc1	-9%
CCN(CC(=O)NCc1ccc(F)cc1)S(=O)(=O)c1ccc(C)cc1	-8%
O=C(O)CC(NC(=O)c1cccc(F)c1)c1ccc(OC2CCCC2)cc1 (configuration not stated)	-8%
COc1ccc(OC)c(NS(=O)(=O)c2ccc3c(c2)C(C)(C)C(=O)N3C)c1	-8%
CCOc1cc(-c2noc(CCC(=O)NCC3CCCO3)n2)ccc1OC (configuration not stated)	-7%
Cc1ccc(OCc2cc(C(=O)NC3CCCCC3)no2)cn1	-9%
CCOC(=O)N1CCN(c2nnc(-c3ccc(C)cc3)c3ccccc23)CC1	2%
Cc1ccc(NC(=S)Nc2cccc3ccccc23)cc1	-5%
COc1ccc(CCN=C(N)NS(=O)(=O)c2ccc(OC)c(OC)c2)cc1OC	-2%
O=C(Nc1cccc(C(=O)N2CCOCC2)c1)c1ccc([N+](=O)[O-])cc1	-10%
COc1ccccc1-c1cc(-c2ccccc2)nc(=O)[nH]1	-4%
Cc1ccc(NC(=O)c2ccc3nsnc3c2)c(C)c1	-6%
O=C(CNC(=O)c1ccccc1F)N/N=C/c1ccc2c(c1)OCO2	-4%
Cc1cc(C)c(C)c(C(=O)COC(=O)CNC(=O)CNC(=O)c2ccco2)c1C	-10%
CCOC(=O)c1cccc(NC(=O)c2ccc3c(c2)OCO3)c1	-6%
O=C(c1ccc(CS(=O)Cc2ccccc2Cl)o1)N1CCN(C2CCCCC2)CC1 (configuration not stated)	-9%
COc1ccc(NC(=O)CCS(=O)(=O)c2ccc3c(c2)oc(=O)n3C)cc1	-2%
O=C(CN1C(=O)NC2(CCCC2)C1=O)Nc1cccc(Cl)c1	-6%
CC(=O)c1cccc(S(=O)(=O)N2CCCC(c3nc4c(nnn4Cc4cccc(Cl)c4)c(=O)[nH]3)C2)c1 (configuration not stated)	0%
CCc1c(C)nc2ncnn2c1Nc1ccc(C)cc1	-11%
CC1CCN(C(=O)c2ccccc2NC(=O)Nc2ccccc2)CC1	-6%
CC(C)CCOc1ccc(C(=O)NCC(c2ccco2)N(C)C)cc1 (configuration not stated)	-5%
Cc1ccc(-c2nnc(NCCCO)c3ccccc23)cc1	-5%
COc1cccc(C(=O)COC(=O)C2CC(=O)N(c3ccc(Oc4ccccc4OC)cc3)C2)c1 (configuration not stated)	-5%
CCOC(=O)c1ccc(-c2ccc3c(c2)CCC3)nc1C	-8%
Cc1cc(OC(C)C(=O)NCc2ccncc2)c2c(C)cc(=O)oc2c1 (configuration not stated)	-9%
O=C(Nc1cccc(-c2cccc(Cl)c2)c1)C1CCN(Cc2ccccn2)CC1	-5%
O=C(Nc1nccs1)C1CC=CCC1 (configuration not stated)	-10%
CC/C(Cc1ccccc1)=N/NC(=O)CNC(=O)c1ccc(Cl)cc1Cl	-4%
CC(=O)N1c2ccc(S(=O)(=O)N(C)CC(=O)NCc3ccccc3)cc2CC1C (configuration not stated)	-14%
COc1cccc(OC)c1C(=O)Nc1ccc(C(=O)NCc2ccccc2)cc1	-8%
O=C(O)c1cc2c(=O)c3ccccc3oc2nc1C(F)(F)F	-6%
O=C(c1cc(-c2ccc(Cl)cc2)on1)N1CCCC1	-9%

# The list continues:
Compound	LYP inhibition
COc1ccc(CC(=O)Nc2cccc3c2CCCC3)cc1	-7%
CC(NC(=O)C(=O)N1CCCCC1)C(c1cccs1)N1CCN(c2ccc(F)cc2)CC1 (configuration not stated)	-6%
CCCN(CC(=O)Nc1ccccc1C)C(=O)c1cccc(-n2cnnn2)c1	-5%
Cc1cc(C)n2nc(-c3ccccc3)c(-c3ccccc3)c2n1	-5%
COc1ccc(-c2nnc(SCC(=O)NC3CCCC3)n2C)cc1	-7%
COc1cc(/C=C2\C(=N)N3N=C(S(C)(=O)=O)SC3=NC2=O)ccc1OCCOc1ccc(C)cc1	2%
COC(C(=O)Nc1ccnn1C1CCN(Cc2ccc(Cl)s2)CC1)c1ccccc1 (configuration not stated)	-6%
COc1ccc(C(C(=O)NC2CCCC2)N(C(=O)CNC(=O)c2ccco2)c2cccnc2)cc1 (configuration not stated)	-4%
Cc1ccc(N(CC(=O)NC(C)c2ccccc2)S(=O)(=O)c2c(C)noc2C)cc1 (configuration not stated)	-8%
Cc1nc(NC(=O)CSc2nc(N)cc(N)n2)sc1C	-6%
CSc1ccccc1NC(=O)Cn1c([N+](=O)[O-])cnc1C	-10%
O=C(CN1CCN(S(=O)(=O)c2ccc(F)cc2)CC1)Nc1ccc(Cl)cn1	-8%
Cc1ccc(C)c(NC(=O)CN2C(=O)CC(C)S(=O)(=O)c3ccccc32)c1 (configuration not stated)	-7%
COc1ccc(C=O)cc1CN1CCCN(Cc2ccc(Cl)cc2)S1(=O)=O	-1%
CC1CCN(c2ccc3nnc(CCC(=O)NCc4ccco4)n3n2)CC1	-16%
CC(=O)c1ccc(N2CCN(S(=O)(=O)c3c(C(=O)N4CCCCC4)c(C)n(C)c3C)CC2)cc1	4%
O=C(CN1CCCCC1)Nc1nc(-c2ccccc2)cs1	-2%
Cc1cccc(C)c1NC(=O)CNC(=O)Cc1ccccc1[N+](=O)[O-]	-9%
Cc1c(NC(=O)CN(c2ccccc2)S(=O)(=O)c2ccc(F)cc2)c(=O)n(-c2ccccc2)n1C	2%
COc1ccc(Nc2nnc(-c3ccncc3)s2)cc1Cl	-8%
COc1cc(OC)c(C2Nc3ccccc3NC3=C2C(=O)CC(C)(C)C3)cc1OC (configuration not stated)	-5%
O=C(CCNC(=O)c1ccccc1Cl)Nc1cc(C(F)(F)F)ccc1N1CCCC1	-14%
CC(=O)Oc1ccccc1C(=O)N1CCN(S(=O)(=O)c2ccc3ccccc3c2)CC1	-6%
O=C1NC(=Nc2cccc(O)c2)S/C1=C\c1cccc([N+](=O)[O-])c1	-7%
Cc1cc(C)c(NC(=O)c2cccc3c2C(=O)N(C2CCCCC2)C3)c(C)c1	2%

# Quoted from above for reference:
Compound	LYP inhibition
COc1ccc(Nc2nnc(-c3ccncc3)s2)cc1Cl	-8%
COc1cc(OC)c(C2Nc3ccccc3NC3=C2C(=O)CC(C)(C)C3)cc1OC (configuration not stated)	-5%
O=C(CCNC(=O)c1ccccc1Cl)Nc1cc(C(F)(F)F)ccc1N1CCCC1	-14%
CC(=O)Oc1ccccc1C(=O)N1CCN(S(=O)(=O)c2ccc3ccccc3c2)CC1	-6%
O=C1NC(=Nc2cccc(O)c2)S/C1=C\c1cccc([N+](=O)[O-])c1	-7%
Cc1cc(C)c(NC(=O)c2cccc3c2C(=O)N(C2CCCCC2)C3)c(C)c1	2%

# The results go on.
Compound	LYP inhibition
CCc1nnc(NS(=O)(=O)c2ccc(NC(=O)c3ccc(S(=O)(=O)N(CC)CC)cc3)cc2)s1	-3%
CC(=O)Nc1sc(-c2ccc(Cl)cc2)nc1-c1ccccc1	-3%
Cc1ccc(C(=O)/C=C/c2cc(C#N)n(C)c2C)cc1	-7%
COc1ccc2nc(NC(=O)c3ccccc3[N+](=O)[O-])sc2c1	-6%
O=C(Nc1ccc(Cl)cc1)C1CCCN(c2cnccn2)C1 (configuration not stated)	-10%
C=CCN(CC(=O)NC1CCCC1)C(=O)C(=O)Nc1ccc2c(c1)OCCO2	-12%
O=C(Nc1ccc2c(c1)OCO2)c1ccc(Cl)c(S(=O)(=O)N2CCOCC2)c1	-9%
NC(=O)c1cc(S(=O)(=O)N2CCN(c3cccc(Cl)c3)CC2)cs1	-7%
Cc1ccc(NC(=O)CS(=O)CC(=O)N(c2ccccc2F)C(C)C(=O)NC2CCCC2)cc1 (configuration not stated)	-15%
COc1ccc(C)cc1NC(=O)CSCc1ccccc1C	-2%
Cc1ccc(S(=O)(=O)N2CCOCC2)cc1C(=O)N1CCCC1	-4%
O=[N+]([O-])c1ccc(O)c(/C=N/n2c(-c3ccccc3)n[nH]c2=S)c1	-7%
CN1CCN(C(=O)c2ccc3c(Cl)c4c(nc3c2)CCCC4)CC1	-7%
Cc1cc(CN(C)C(=O)c2ccc3nc(Cc4ccccc4F)oc3c2)on1	-3%
CC1(C)Nc2ccccc2C(=O)N1c1ccccc1	-12%
CC1CCCCN1S(=O)(=O)c1ccc(S(=O)(=O)N2CCN(C)CC2)cc1 (configuration not stated)	-9%
CC(C)CN1CCC(=O)N([C@H](COc2ccccc2)Cc2ccccc2)CC1	-7%
COc1ccc(CS(=O)(=O)c2ncn[nH]2)cc1	-4%
COc1ccc(NC(=O)CCS(=O)(=O)c2ccc3c(c2)NC(=O)C(C)S3)cc1OC (configuration not stated)	-6%
O=C(COc1ccc(Br)cc1)Nc1ccc(C(=O)Nc2ccccc2C(=O)O)cc1	2%
CCc1cc(=O)oc2cc(C)cc(OCC(=O)NCCCN3CCOCC3)c12	-10%
CC1Cc2cc(S(=O)(=O)NCc3ccccc3)ccc2N1C(=O)C1CC1 (configuration not stated)	-11%
COc1nc(N)nc2nc[nH]c12	-9%
Cc1ccc(NC(=O)CSc2nc3ccccc3nc2N2CCOCC2)c(C)c1	-1%
O=C(c1ccc2ccccc2n1)N1CCN(Cc2c(F)cccc2Cl)CC1	-5%

# Quoted from the listing:
# NC(=O)c1cc(S(=O)(=O)N2CCN(c3cccc(Cl)c3)CC2)cs1 – LYP inhibition = -7%
# COc1ccc(NC(=O)CCS(=O)(=O)c2ccc3c(c2)NC(=O)C(C)S3)cc1OC (configuration not stated) – LYP inhibition = -6%
# COc1ccc2nc(NC(=O)c3ccccc3[N+](=O)[O-])sc2c1 – LYP inhibition = -6%
# O=C(Nc1ccc(Cl)cc1)C1CCCN(c2cnccn2)C1 (configuration not stated) – LYP inhibition = -10%
# O=[N+]([O-])c1ccc(O)c(/C=N/n2c(-c3ccccc3)n[nH]c2=S)c1 – LYP inhibition = -7%

# Next compounds follow.
Compound	LYP inhibition
COc1ccc(S(=O)(=O)N2CCN(C(=O)C3CCCO3)CC2)cc1 (configuration not stated)	-11%
Cc1cc(-c2nnc(SCC(=O)Nc3ccc(F)cc3F)n2N)n[nH]1	0%
Cc1ccc(CN(C)C(=O)C2CCC(=O)N(CCc3ccccc3)C2)o1 (configuration not stated)	-7%
COc1ccc(S(=O)(=O)N2CCCOC2CNC(=O)C(=O)NCCc2ccco2)cc1C (configuration not stated)	-12%
CCN(CC)c1ccc(/C=N/NC(=O)CNC(=O)c2cccnc2)cc1	-7%
O=C(CN1CCN(c2ccccn2)CC1)Nc1nc2ccccc2s1	-5%
c1ccc(SCCN2CCN(c3ccccc3)CC2)cc1	-8%
COc1ccc(NC(=O)C2CCCN(S(=O)(=O)c3ccc(Cl)cc3)C2)cc1OC (configuration not stated)	-4%
Cc1cccc(-c2noc(CCC(=O)NCCc3ccccc3)n2)c1	-8%
COc1ccccc1-c1noc(CCCC(=O)NC2CCCCC2)n1	-2%
CS(=O)(=O)c1ccccc1C(=O)Nc1cccc(-c2nc3ccccc3o2)c1	-10%
CSCC[C@H](NC(=O)N1CCn2c1nc1ccccc12)C(=O)NCc1ccc(C)cc1	-11%
C=CCNC(=O)C1CCC(CNc2nc(=S)[nH]c3ccccc23)CC1 (configuration not stated)	-7%
O=C(CSc1nnc2ncccn12)Nc1cccc2ccccc12	1%
CCc1ccccc1NC(=O)c1ccc2snnc2c1	3%
O=C(Nc1ccccc1C(=O)NCCc1ccccc1)c1cnccn1	-8%
COc1ccc(N2CCN(S(=O)(=O)CCNC(=O)c3ccc(Br)o3)CC2)cc1	-15%
CCOC(=O)N1CCC(NC(=O)CSCc2nc(-c3ccc(OC)cc3)oc2C)CC1	-10%
c1ccc(-c2cnc(CN3CCN(c4ccccc4)CC3)o2)cc1	-7%
C[C@H](NC(=O)C1CC(=O)N(c2ccc3c(c2)OCCO3)C1)C(=O)N1CCC(C(=O)O)CC1 (some centres not stated)	-9%
O=C1CCCc2cc(S(=O)(=O)N3CCC(C(=O)NCc4ccccc4)CC3)ccc2N1	-6%
NC(=S)NN=C(c1ccccc1)c1ccccc1	-3%
CCNS(=O)(=O)c1ccc(CCC(=O)N2CCC(C)CC2)cc1	-2%
COc1ccc(N(CC(=O)N/N=C/c2ccc(N(C)C)cc2)S(=O)(=O)c2ccccc2)cc1	5%
COC1CCN(Cc2c(C(=O)N3CCc4ccccc4C3)nc3ccc(Cl)cn23)CC1	-5%
O=C(c1ccc(C(F)(F)F)cc1)N1CCN(S(=O)(=O)c2ccc3c(c2)OCCCO3)CC1	-4%

# Only part of the results is shown. The share of hits here may be higher or lower than overall.
